Screening results deposited in PubChem by National Center for Advancing Translational Sciences (NCATS).
POLK inh – blocks human DNA polymerase kappa activity; 400,000 tested, 0.53% active; purified Pol kappa, fluorescent DNA synthesis assay, 10 min; Q9UBT6; AID 588579; Potency, µM (doses to about 107 µM), for the others: top-dose activity, negative = inhibition, actives largely listed as inhibitors; also: potency is read from the fitted curve at half-maximal effect; % is scaled to controls: 0 for no effect and ±100 for the full control effect
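Fluorescent qHTS in 1536-well format: enzyme (10 nM) and compound sat 15 min at room temperature before 50 nM substrate (final) was added. Signal taken at 0 and 10 min; no-enzyme buffer wells were negative controls.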
BLM helicase inh – inhibitors of human Bloom syndrome helicase BLM; AID 2528; Potency, µM (top dose mostly 56.1 µM), for inactives: at the highest dose activity change, negative = inhibition, usual class: inhibitors; recombinant BLM DNA unwinding, fluorescence dequenching; 350,000 tested, 0.2% active;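 also: potency is read from the fitted curve at half-maximal effect; plate controls were vehicle for no effect and no enzyme for full effect; nearly all actives have a fitted effect of over 35% in size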
ERG-DNA inh – inhibitors of human ERG Ets domain-DNA interaction. P11308. fluorescence polarization, His-ERG Ets domain / labelled DNA. Potency, µM (titrated, usually from 76.9 µM), for inactives: top-dose FP activity, negative = inhibition, most hits filed as inhibitors. 370,000 tested, 0.028% active. AID 624246; active = well fitted inhibition curve with a large enough effect in the polarisation, with a control signal flat; inconclusive = small, poorly fitted or top-dose-only effect, or effect the other way, or a change in a side signal; inactive = no such curve, though single readings can be large or run the other way; the % refers to the polarisation;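 also: polarization taken with two DNA probes labelled with fluorescein and Texas red; potency is read from the fitted curve at half-maximal effect; % of control where 0% means no effect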
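His-tagged ERG Ets domain (1 uM in the protein solution; 300mM KCl, 50mM Tris-HCl, 1mM EDTA, 1mM DTT, pH 7.5) received compound, then a probe mix of 5 nM fluorescein-DNA and 100nM Texas-615-DNA. Fluorescence polarization was read for both dyes.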
POLB inh – DNA polymerase beta (human) inhibition; Pol beta primer extension/strand displacement, fluorescence kinetic; AID 485314; Potency, µM (doses to about 114 µM), without a hit: at the top dose activity change, negative = inhibition, hits mostly inhibitors; 340,000 tested, 1.3% active; also: potency is read from the fitted curve at half-maximal effect; % is scaled to controls: 0 for no effect and ±100 for the full control effect
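Curves were derived by four-parameter Hill fits of normalized qHTS data. The kinetic fluorescent primer-extension read was taken at 0 and 10 min after 50 nM substrate, following a 15 min room-temperature preincubation of 10 nM enzyme with compounds.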
TRHR ag – TRH receptor (human) agonism; P34981; TRHR cells, calcium flux fluo-8, FDSS agonist mode; activation, % at 2 µM; 360,000 tested, 0.18% active; AID 493084; in the data active = activation above about 30%; also: 0% is about no effect
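In this calcium-flux screen, cells bearing human TRHR are dye-loaded with fluo-8, baselined for 10 cycles, then exposed to library compounds; positive kinetic calcium responses during the agonist phase mark hits, with TRH as control.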
12-LOX inh – ALOX12 (human) lipoxygenase inhibition. purified 12hLO, xylenol orange hydroperoxide absorbance. P18054. AID 1671190. Potency, µM (doses to about 108 µM), for inactives: at the top dose activity change, negative = inhibition, most hits filed as inhibitors. 580,000 tested, 1.1% active; also: potency is read from the fitted curve at half-maximal effect; % is scaled to controls: 0 for no effect and ±100 for the full control effect
Target sequence (P18054 whole entry, looked up): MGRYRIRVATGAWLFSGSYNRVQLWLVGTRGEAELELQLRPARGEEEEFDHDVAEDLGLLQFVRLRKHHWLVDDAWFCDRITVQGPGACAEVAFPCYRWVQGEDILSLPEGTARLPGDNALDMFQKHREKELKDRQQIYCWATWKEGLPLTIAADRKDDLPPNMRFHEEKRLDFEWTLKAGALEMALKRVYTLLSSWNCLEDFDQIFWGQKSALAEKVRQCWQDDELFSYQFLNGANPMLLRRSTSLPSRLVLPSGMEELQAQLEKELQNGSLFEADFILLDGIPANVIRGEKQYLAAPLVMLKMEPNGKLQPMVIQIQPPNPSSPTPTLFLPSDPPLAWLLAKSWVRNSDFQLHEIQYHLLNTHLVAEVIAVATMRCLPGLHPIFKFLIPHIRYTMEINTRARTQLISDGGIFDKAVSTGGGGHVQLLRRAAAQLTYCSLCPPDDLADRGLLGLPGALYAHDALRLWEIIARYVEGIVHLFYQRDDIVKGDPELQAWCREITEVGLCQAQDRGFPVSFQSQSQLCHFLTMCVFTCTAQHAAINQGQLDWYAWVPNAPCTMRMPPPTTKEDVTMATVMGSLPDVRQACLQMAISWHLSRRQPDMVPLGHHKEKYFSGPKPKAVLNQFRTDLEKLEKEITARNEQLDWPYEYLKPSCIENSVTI
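Hydroperoxide product was detected by ferrous iron/xylenol orange as the 573 to 405 nm absorbance ratio. Arachidonic acid at 40 uM (final) was turned over for 30 min at room temperature by 150 nM human 12hLO, pH 7.0 Hepes buffer, after 15 min compound preincubation.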
Pol iota inh – inhibitors of human DNA polymerase iota; 390,000 tested, 1% active; AID 588590; Potency, µM (series often up to 115 µM), inactives show top-dose activity, negative = inhibition, actives largely listed as inhibitors; Q9UNA4; Pol iota fluorescent replication assay, 10 min; also: potency is read from the fitted curve at half-maximal effect
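Pol iota at 10 nM preincubated 15 min with compounds at room temperature; reaction started with fluorescent substrate, 50 nM final. Fluorescence read kinetically at 0 and 10 min; buffer-only wells as negative control.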
APE1 inh – APE1 (human) endonuclease inhibition; P27695; recombinant APE1, TAMRA/BHQ-2 abasic DNA cleavage fluorescence; Potency, µM (top dose mostly 65.8 µM), inactives show top-dose activity change, negative = inhibition, actives largely listed as inhibitors; 350,000 tested, 0.35% active; AID 2517;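 also: potency is read from the fitted curve at half-maximal effect; plate controls were vehicle for no effect and reference inhibitor for full effect; nearly all actives have a fitted effect of over 55% in size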
Target sequence (P27695 whole entry, looked up): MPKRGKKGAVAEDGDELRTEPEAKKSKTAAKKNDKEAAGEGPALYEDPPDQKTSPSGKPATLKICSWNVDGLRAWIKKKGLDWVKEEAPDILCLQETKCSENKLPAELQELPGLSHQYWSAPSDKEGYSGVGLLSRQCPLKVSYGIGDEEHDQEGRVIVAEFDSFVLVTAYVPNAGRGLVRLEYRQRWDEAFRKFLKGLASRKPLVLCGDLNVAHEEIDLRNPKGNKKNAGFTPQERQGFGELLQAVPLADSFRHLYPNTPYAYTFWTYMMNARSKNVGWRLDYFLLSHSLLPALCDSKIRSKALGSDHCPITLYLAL
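Compound pre-exposure to 0.75 nM APE1, 15 min at ambient temperature. Reaction initiated with 50 nM TAMRA/BHQ-2 THF substrate, read immediately in kinetic mode, 525 nm excitation, 598 nm emission.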
Apoferritin bind – binds horse apoferritin like a general anesthetic; P02791; apoferritin/1-aminoanthracene competitive binding, fluorescence; Potency, µM (doses to about 77.5 µM), inactives show at the highest dose activity change, negative = displacement, most hits filed as inhibitors; 350,000 tested, 0.074% active; AID 485281; also: potency is read from the fitted curve at half-maximal effect; % is scaled to controls: 0 for no effect and ±100 for the full control effect; nearly all actives have a fitted effect of over 20% in size
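In PBS, apoferritin at 10 uM is loaded with 1-AMA from a 50% saturated solution. After 10 min of compound exposure at ambient temperature, reduced 535 nm fluorescence indicates probe displacement.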
Starred values were filed as active, the others as inactive; ? = inconclusive; · = no result given; [ ] = remark or other dose. Unless noted, calls follow the shape of the dose curve; as a rule, active = well fitted curve in the direction sought with a large enough effect; inconclusive = small, poorly fitted or top-dose-only effect, or another doubt; inactive = no such curve, though single readings can be large; an effect the other way counts as inactive or inconclusive.

entry	molecule	TRHR ag	POLB inh	ERG-DNA inh	Pol iota inh	APE1 inh	BLM helicase inh	POLK inh	12-LOX inh	Apoferritin bind
1	C=CCSc1nc2ccccc2n1C(=O)/C=C/c1cc(OC)c(OC)c(OC)c1	0.2	9.7%	2.2%	?	-6.8%	-2.4%	-10.2%	3.7%	?
2	CCN(C(=O)Cn1c(=O)oc2cc(S(=O)(=O)N3CCCCC3)ccc21)c1ccccc1	-0.2	-3.6%	-8.4%	1.5%	·	-2.1%	-7.7%	?	2.0%
3	CC(C)c1onc(C(=O)NCc2ccccc2)c1[N+](=O)[O-]	0.1	8.8%	21.9%	14.1%	8.7%	1.9%	-10.7%	7.2%	1.6%
4	CC(C)(C)NC(=O)/C(=C\c1ccco1)NC(=O)c1ccco1	1.0	72.7%	0.1%	3.8%	-12.1%	-1.1%	-7.6%	-9.8%	12.6%
5	Cn1cc(CN2CCC(N3CCNC(=O)CC3)CC2)c(-c2ccccc2F)n1	1.0	3.5%	1.3%	-7.6%	3.2%	-4.3%	6.9%	2.8%	-2.3%
6	N#CC1(NC(=O)CSc2nc3ccc([N+](=O)[O-])cc3s2)CCCCC1	-0.2	·	?	14.7%	7.2%	·	-0.3%	2.2%	·
7	CCn1c(C)c(Br)c(=O)c(C(=O)OC)c1-c1ccc(Cl)cc1	0.2	13.3%	-6.5%	-24.5%	8.8%	-3.0%	6.2%	0.0%	-5.7%
8	Cc1c(C)c2c(C)nn(-c3ccccc3)c2[nH]c1=O	-1.4	14.2%	10.3%	27.4%	-3.8%	1.0%	-7.0%	-0.4%	-7.2%
9	COc1ccccc1OCCNC(=O)CNC(=O)c1ccc2c(c1)OCO2	0.1	·	7.3%	21.6%	4.0%	·	5.8%	-2.8%	·
10	COC(=O)Cc1cc(=O)[nH]c(/N=C(\N)Nc2ccc(C)cc2C)n1	-0.3	6.7%	0.5%	3.6%	-1.3%	2.9%	-14.7%	?	-5.0%
11	O=C(O)CC1CCCc2ccccc2C1O (stereo not drawn)	·	14.9%[57.1 µM]	·	-3.8%[58.9 µM]	3.6%	·	-3.8%[60.1 µM]	·	·
12	O=C(CCNC(=O)C1CCN(S(=O)(=O)c2ccc(F)cc2)CC1)Nc1nccs1	0.2	39.6%	-1.1%	0.5%	3.5%	0.3%	-14.4%	5.5%	2.7%
13	CCOC(=O)c1ccccc1NC(=O)c1sc2ccccc2c1Cl	0.5	-0.2%	-0.6%	8.7%	·	-6.1%	1.0%	-19.8%	-2.7%
14	O=C1/C(=C/c2ccccc2)SC(=S)N1CC(=O)N1CCCCC1c1cccnc1 (stereo not drawn)	0.1	25.1%	8.5%	74.8%[activator]	-9.4%	-3.4%	-9.2%	-16.6%	?
15	Cc1ccc(S(=O)(=O)C2(C(=O)Nc3ccc(F)cc3)CC2)cc1	-1.1	3.3%	1.7%	10.6%	7.3%	-2.6%	-15.7%	0.0%	-13.4%
16	COCCNC(=O)CSc1nc2nn(-c3ccccc3)c(=O)c-2c2n1CCCCC2	-0.7	2.5%	1.2%	81.8%[activator]	1.8%	-3.7%	-7.4%	10.5%	-10.7%
17	CC(CCc1ccccc1)NC(=S)NC1CCCCC1 (stereo not drawn)	-0.9	28.5%	?	36.4%[activator]	-1.7%	-5.1%	-8.4%	?	-15.0%
18	CCN1CCN(c2ccc(N3CCN(S(=O)(=O)c4cc([N+](=O)[O-])ccc4C)CC3)nn2)CC1	0.6	·	-4.2%	31.4%[activator]	7.2%	·	-3.3%	?	·
19	COc1ccc(/C=C(\C#N)C(=O)N2COCC2(C)C)cc1	0.6	4.6%	3.0%	-13.8%	0.8%	-1.0%	-6.8%	3.3%	-12.2%
20	O=C(c1ccc(-c2ccccc2)cc1)C1CCCN(Cc2ccncc2)C1 (stereo not drawn)	0.1	-18.8%	-1.9%	119.1%[activator]	4.7%	?	?	-18.8%	-10.5%
21	Cn1cc(C=C2C(=O)CC(C)(C)CC2=O)c2ccccc21	-0.1	-25.0%	-0.4%	?	1.7%	6.4%	-2.2%	-15.6%	0.0%
22	CC(C)(C)c1ccc(C(=O)NCCOc2ccccc2)cc1	-1.3	?	0.6%	-11.2%	4.0%	-2.8%	-2.5%	0.0%	-7.7%
23	COc1ccc(/C=c2/sc3n(c2=O)NC2(c4ccccc4)N(C)C(=O)N(C)C2(c2ccccc2)N=3)cc1 (stereo not drawn)	0.7	-13.0%	2.1%	4.7%	0.9%	-2.0%	-1.2%	22.9%	-5.5%
24	Cc1ccc(-n2ccc(=O)c(C(=O)Nc3ccc(S(=O)(=O)Nc4onc(C)c4C)cc3)n2)cc1	-0.9	?	4.0%	-9.5%	-22.5%	-5.8%	?	?	-18.6%

2 records picked at random from those above, as already listed:
entry	molecule	TRHR ag	POLB inh	ERG-DNA inh	Pol iota inh	APE1 inh	BLM helicase inh	POLK inh	12-LOX inh	Apoferritin bind
18	CCN1CCN(c2ccc(N3CCN(S(=O)(=O)c4cc([N+](=O)[O-])ccc4C)CC3)nn2)CC1	0.6	·	-4.2%	31.4%[activator]	7.2%	·	-3.3%	?	·
21	Cn1cc(C=C2C(=O)CC(C)(C)CC2=O)c2ccccc21	-0.1	-25.0%	-0.4%	?	1.7%	6.4%	-2.2%	-15.6%	0.0%

Next records follow:
entry	molecule	TRHR ag	POLB inh	ERG-DNA inh	Pol iota inh	APE1 inh	BLM helicase inh	POLK inh	12-LOX inh	Apoferritin bind
25	COc1cc(OC)cc(C(=O)NCC(=O)NC(C)c2ccccc2)c1 (stereo not drawn)	-0.2	5.0%	0.1%	14.8%	17.7%	-0.2%	-11.6%	-9.3%	-12.5%
26	O=C(CSc1nnc(Cc2ccccc2)o1)NCc1ccco1	0.1	-9.8%	2.3%	18.8%	1.7%	-1.5%	-1.9%	0.0%	-11.4%
27	Cc1cc2ncn(C(=O)N3CCCC3)c2cc1C	-0.1	3.3%	0.5%	-3.8%	3.8%	4.5%	-10.3%	337.7%[activator]	-4.7%
28	COc1cccc(Nc2ccc([N+](=O)[O-])c3nonc23)c1	0.9	-26.7%	25.6%	5.8%	20.4%	-6.7%	-7.8%	0.0%	?
29	CC(C)(C)Cc1nnc(NS(=O)(=O)c2ccccc2)s1	0.4	20.9%	5.4%	123.1%[activator]	?	3.0%	-6.2%	-11.7%	-8.4%
30	CN(Cc1cn(-c2ccccc2)nc1-c1ccc(F)cc1)C(=O)CCC(=O)O	-0.2	-10.4%	2.7%	4.7%	1.1%	2.9%	-13.5%	1.0%	-1.9%
31	CC(=O)Nc1ccc(-c2csc(NCc3ccccc3)n2)cc1	0.4	0.9%	-6.3%	121.3%[activator]	-6.7%	-4.1%	-7.2%	?	?
32	CCOc1ccccc1NC(=O)c1c(Br)cnn1C	0.0	-3.9%	-3.3%	5.6%	1.7%	-2.9%	0.6%	-22.7%	2.9%
33	O=C(COC(=O)CCc1nc2ccccc2c(=O)[nH]1)Nc1ccccc1OC(F)F	-0.1	·	9.5%	16.8%	43.5%[activator]	·	-8.5%	-7.6%	·
34	Cc1cc(C)n(C(=O)CN2C(=O)COc3ccccc32)n1	-0.6	-5.1%	-1.3%	-2.8%[58.9 µM]	5.3%	0.3%	-2.5%	15.5%	?
35	O=C(Nc1ccc(-c2cn3ccsc3n2)cc1)C1CCCC1	-0.3	6.8%	1.7%	10.9%	-1.9%	6.8%	-8.8%	-9.2%	?
36	Cc1ccc2c(C(=O)CN3CCCCC3)c(C)[nH]c2c1	-0.8	-3.4%	10.0%	6.9%	1.0%	-10.9%	-10.8%	-12.0%	2.2%
37	O=C(O)CC1c2ccccc2S(=O)(=O)N1Cc1ccccc1 (stereo not drawn)	0.3	4.8%	-9.7%	-12.0%	17.1%	-3.0%	-23.4%	-42.3%	-4.9%
38	CC1CCN(S(=O)(=O)c2cccc(C(=O)N(Cc3ccccc3)c3ccccn3)c2)CC1	2.3	82.1%	2.6%	22.7%	-7.9%	-9.7%	-4.9%	-7.1%	?
39	Cc1cnc(CNc2ccnc(-c3ccccc3Cl)n2)cn1	·	·	·	·	-0.3%	1.7%	0.6%[60.1 µM]	?	-1.3%
40	CSCCC(NC(=O)COc1ccccc1)C(=O)N1CCC(C(N)=O)CC1 (stereo not drawn)	0.0	·	-1.1%	-4.6%	1.1%	·	-0.6%	16.7%	·
41	O=C(CCS(=O)(=O)c1cccc2nonc12)NCCc1ccccc1Cl	-0.4	0.0%	-3.9%	1.8%	-8.9%	-0.9%	-6.2%	0.0%	-12.1%
42	Cc1nn2c(N3CCN(C4CCCC4)CC3)cc(C(C)(C)C)nc2c1-c1ccccc1	-0.1	-12.6%	-4.1%	21.1%	1.1%	-6.3%	0.8%	12.8%	-6.5%
43	CN(C(=O)COc1ccc(Br)cc1Cl)C1CCCCC1	-0.5	16.5%	14.9%	116.0%[activator]	0.7%	-7.7%	-4.6%	-4.5%	?
44	CSc1nc(N2CCN(Cc3ccc4c(c3)OCO4)CC2)c2ccccc2n1	-0.4	30.3%	-3.6%	-6.3%	-14.5%	-10.7%	-15.7%	·	-12.0%
45	O=[N+]([O-])c1ccc(NN=CCCc2ccccc2)nc1	·	·	0.2%	10.4%	·	·	-19.1%	2.3%	·
46	Cc1cccc(CC2S/C(=N/N=C/c3ccco3)N(c3ccccc3)C2=O)c1 (stereo not drawn)	-0.4	35.5µM*	4.2%	-4.0%	8.1%	-5.2%	-9.7%	-23.8%	-3.0%

This is a subset. The share of hits here may be higher or lower than overall.
